Compound activity: PubChem, National Center for Advancing Translational Sciences (NCATS)
POLK inh – DNA polymerase kappa (human) inhibition. Q9UBT6. Potency, µM (top dose mostly 107 µM), without a hit: top-dose activity, negative = inhibition, hits mostly inhibitors. actives 0.53% (n = 400,000). purified Pol kappa, fluorescent DNA synthesis assay, 10 min; note: potency is the fitted concentration of half-maximal effect; % is set by controls: 0 for no effect and ±100 for the full control effect
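Pol kappa 10 nM + cpd, 15 min RT; start w/ substrate 50 nM final; fluorescence kinetic read, 0 and 10 min. Neg ctrl: buffer, no enzyme.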
Pol beta inh – DNA polymerase beta (human) inhibition; P06746; Pol beta primer extension/strand displacement, fluorescence kinetic; Potency, µM (top dose mostly 114 µM), without a hit: top-dose activity change, negative = inhibition, usual class: inhibitors; actives 1.3% (n = 340,000); note: potency is the fitted concentration of half-maximal effect; % is set by controls: 0 for no effect and ±100 for the full control effect
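10 nM enzyme + cpd, 15 min RT; start with substrate 50 nM final; read 0 min and after 10 min RT. Corrected, normalized data; 4-parameter Hill curve fit.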
ERG Ets-DNA blk – inhibitors of human ERG Ets domain-DNA interaction; AID 624246; P11308; fluorescence polarization, His-ERG Ets domain / labelled DNA; actives 0.028% (n = 370,000); Potency, µM (titrated, usually from 76.9 µM), for the others: at the top dose FP activity, negative = inhibition, most hits filed as inhibitors; active = well fitted inhibition curve with a large enough effect in the polarisation, with a control signal flat; inconclusive = small, poorly fitted or top-dose-only effect, or effect the other way, or a change in a side signal; inactive = no such curve, though single readings can be large or run the other way; the % refers to the polarisation;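 note: polarization taken with two DNA probes labelled with fluorescein and Texas red; potency is the fitted concentration of half-maximal effect; % of control where 0% means no effect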
Target sequence (P11308 whole entry, looked up, the tested form may be a part): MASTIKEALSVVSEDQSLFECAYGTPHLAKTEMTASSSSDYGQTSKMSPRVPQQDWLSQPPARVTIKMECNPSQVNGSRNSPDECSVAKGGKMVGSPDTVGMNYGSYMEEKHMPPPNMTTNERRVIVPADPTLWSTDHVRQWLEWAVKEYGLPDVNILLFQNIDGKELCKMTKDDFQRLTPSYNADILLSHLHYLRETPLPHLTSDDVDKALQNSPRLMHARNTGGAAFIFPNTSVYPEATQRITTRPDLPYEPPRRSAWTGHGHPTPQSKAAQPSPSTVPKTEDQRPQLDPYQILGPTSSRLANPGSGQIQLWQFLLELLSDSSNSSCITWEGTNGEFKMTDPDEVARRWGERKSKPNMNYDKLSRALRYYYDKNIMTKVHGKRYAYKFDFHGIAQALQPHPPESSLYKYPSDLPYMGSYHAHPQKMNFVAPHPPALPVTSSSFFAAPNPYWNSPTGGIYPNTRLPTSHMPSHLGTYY
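His-tagged ERG Ets domain (1 uM in the protein solution; 300mM KCl, 50mM Tris-HCl, 1mM EDTA, 1mM DTT, pH 7.5) received compound, then a probe mix of 5 nM fluorescein-DNA and 100nM Texas-615-DNA. Fluorescence polarization was read for both dyes.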
APE1 inh – inhibitors of human APE1 endonuclease; P27695; recombinant APE1, TAMRA/BHQ-2 abasic DNA cleavage fluorescence; Potency, µM (titrated, usually from 65.8 µM), for inactives: at the top dose activity change, negative = inhibition, hits mostly inhibitors; actives 0.35% (n = 350,000); AID 2517;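 note: potency is the fitted concentration of half-maximal effect; plate controls were vehicle for no effect and reference inhibitor for full effect; nearly all actives have a fitted effect of over 55% in size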
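APE1 at 0.75 nM final was preincubated with compound 15 min at room temperature, then 50 nM double-stranded THF abasic-site substrate (5'-TAMRA/3'-BHQ-2) was added. Fluorescence (ex 525/em 598 nm) was read kinetically; third-minus-first read gave activity.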
LDHA block – LDHA (human) enzyme inhibition; activity change, % (values are at about 110 or 230 µM); actives 0.15% (n = 480,000); P00338; purified LDHA, NADH/diaphorase-resazurin fluorescence; active compounds read low; AID 1347041; in the data active = activity change below about -30%; inconclusive = mostly about -25% to -30%;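 note: plate controls were DMSO wells for no effect and wells without enzyme for full effect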
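Enzyme activity of human lactate dehydrogenase 5 (2 nM; 0.06 mM NADH, 0.2 mM pyruvate, 5 min, RT) is measured via a resazurin/diaphorase fluorescence readout of residual NADH.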
Apoferritin bind – candidate novel general anesthetic via apoferritin binding. P02791. apoferritin/1-aminoanthracene competitive binding, fluorescence. Potency, µM (highest dose often 77.5 µM), for inactives: at the top dose activity change, negative = displacement, hits mostly inhibitors. actives 0.074% (n = 350,000). AID 485281; note: potency is the fitted concentration of half-maximal effect; % is set by controls: 0 for no effect and ±100 for the full control effect; nearly all actives have a fitted effect of over 20% in size
Target sequence (P02791 2-175 limits assumed): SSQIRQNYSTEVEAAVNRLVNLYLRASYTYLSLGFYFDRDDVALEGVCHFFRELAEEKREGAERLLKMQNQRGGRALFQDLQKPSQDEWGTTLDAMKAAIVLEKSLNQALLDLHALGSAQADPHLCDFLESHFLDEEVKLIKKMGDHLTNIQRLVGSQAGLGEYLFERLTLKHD
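Apoferritin-based anesthetic binding model; compound displacement of fluorescent 1-AMA measured as endpoint fluorescence after 10 minutes at room temperature, scaled to free-ligand and complex controls.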
ALOX12 inh – blocks human arachidonate 12S-lipoxygenase | P18054 | actives 1.1% (n = 580,000) | AID 1671190 | purified 12hLO, xylenol orange hydroperoxide absorbance | Potency, µM (titrated, usually from 108 µM), inactives show at the top dose activity change, negative = inhibition, usual class: inhibitors; note: potency is the fitted concentration of half-maximal effect; % is set by controls: 0 for no effect and ±100 for the full control effect
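Purified human 12hLO (150 nM final) in 25 mM Hepes, 0.01% Triton X-100, pH 7.0 was preincubated 15 min at room temperature with compound. Then 40 uM arachidonic acid was added, 30 min. Hydroperoxide was read by Fe-XO absorbance ratio 573/405 nm.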
RGS4 inhibitor – blocks human RGS4-accelerated GTP hydrolysis; Potency, µM (top dose mostly 114 µM), without a hit: at the top dose activity change, negative = inhibition, most hits filed as inhibitors; AID 504845; Transcreener GDP fluorescence polarization, RGS4-accelerated GTP hydrolysis; P49798; actives 0.039% (n = 390,000); note: potency is the fitted concentration of half-maximal effect; % is set by controls: 0 for no effect and ±100 for the full control effect; nearly all actives have a fitted effect of over 75% in size; some results filed as inactive show a strong effect at the top dose
Target sequence (P49798 whole entry, looked up): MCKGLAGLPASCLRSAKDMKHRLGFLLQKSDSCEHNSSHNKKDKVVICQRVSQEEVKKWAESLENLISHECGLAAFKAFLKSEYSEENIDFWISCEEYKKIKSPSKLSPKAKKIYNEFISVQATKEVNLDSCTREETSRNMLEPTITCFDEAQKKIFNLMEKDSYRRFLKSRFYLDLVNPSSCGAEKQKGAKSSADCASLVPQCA
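MLSMR compounds (23 nl, pin-transferred) preincubated 10 min at room temperature with a 500nM (2x) first reagent, then RGS4 at 900nM (2x) plus Transcreener GDP mix added; fluorescence polarization (620/688 nm) read before and after 90 min at 30 °C.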
Pol eta inh – blocks human DNA polymerase eta activity; Potency, µM (top dose mostly 114 µM), without a hit: at the top dose activity change, negative = inhibition, most hits filed as inhibitors; Q9Y253; recombinant Pol eta, fluorescent DNA replication assay; actives 1.2% (n = 390,000); AID 588591; note: potency is the fitted concentration of half-maximal effect; % is set by controls: 0 for no effect and ±100 for the full control effect
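Pol eta (10 nM) was preincubated with compounds for 15 min at room temperature, after which fluorescent replication substrate (50 nM final) was added to start the reaction. Fluorescence was read kinetically at 0 and 10 min.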
Starred values were filed as active, the others as inactive; i = inactive; u = inconclusive; x = not tested or not shown; & = joins results of further samples; [ ] = remark or other dose. Unless noted, calls come from the whole dose curve; as a rule, active = well fitted curve in the direction sought with a large enough effect; inconclusive = small, poorly fitted or top-dose-only effect, or another doubt; inactive = no such curve, though single readings can be large; an effect the other way counts as inactive or inconclusive.

SMILES	POLK inh	Pol beta inh	ERG Ets-DNA blk	APE1 inh	LDHA block	Apoferritin bind	ALOX12 inh	RGS4 inhibitor	Pol eta inh
COc1ccccc1OCC(=O)Nc1ccc(S(=O)(=O)Nc2nc(C)cc(C)n2)cc1	-7%	-11%	x	0%	3	-4%	-17%	10%	8%
CN1CCN(NC(=S)Nc2ccc(Oc3ccccc3)cc2)CC1	-4%	21%	2%	27%	-2	-18%	-23%	-24%	-4%
N#C/C(=C/C1=C(N2CCOCC2)C(=C/c2ccc(Cl)cc2)/CC1)C(=O)Nc1ccccc1F	-7%	x	30%	x	3	x	u	u	-8%
C/C(=N\NC(=O)c1c(Cl)c(C)nn1C)c1ccc(NC(=O)C2CCC2)cc1	-10%	19%	2%	-6%	-1	-6%	-1%	-7%	-3%
CCOC(=O)C1=C(C)c2ccccc2OC1(C(=O)OCC)C(C)C (centres undefined)	-18%&-19%	x	6%	-14%&-6%	1	-7%[110 µM]	5%	21%	-7%
CCOc1ccc(N(C)C(CNS(=O)(=O)c2ccccc2)c2ccccc2)cc1 (centres undefined)	-8%	-2%	0%	x	4	86%[activator]	-26%	-27%	x
CC(=O)O[C@H]1CC[C@H]2[C@@H]3CCc4cc(O)ccc4[C@H]3CC[C@]12C	-6%	19%	21%	5%	-14	-5%	x	4%	-5%
N#CCCN(C(=O)COC(=O)CNC(=O)c1ccc(-c2ccccc2)cc1)c1ccc(F)cc1	-8%	x	2%	1%	-8	x	-22%	14%	-10%
CN(C)c1ccc(NC(=O)CCn2c(=S)oc3ccccc32)cc1	-11%	9%	5%	16%	0	-14%	-9%	-10%	-12%
O=C(/C=C/c1ccco1)NCC(=O)N/N=C/c1ccc(Cl)cc1	-13%	2%	-1%	-4%	-15	u	u	12%	-10%
CNC(=S)NNC(=O)c1sc(-c2cc(C)on2)nc1C	-13%	-14%	-1%	2%	-1	14%	0%	13%	-10%
Cc1cccc(N2CCN(C(=O)c3ccc4c(c3)CCN4S(=O)(=O)c3ccccc3)CC2)c1C	-10%	0%	-1%	x	-2	25%	10%	-7%	-26%
CCCn1nc(NC(=O)c2ccccn2)c2cc3cc(C)ccc3nc21	-16%	-3%	3%	-8%	2	-7%	-6%	0%	-14%
COCCSc1ccccc1C(=O)Nc1cc(C)on1	-5%	5%	x	15%	-3	-8%	u	u	-16%
CC(=O)Nc1ccc(N(C(=O)Cc2c[nH]c3ccccc23)C(C(=O)NC2CCCCC2)c2ccco2)cc1 (centres undefined)	-4%	-2%	4%	0%	-4	-17%	-26%	-34%	-18%
Cc1cc(-c2nnc3sc(C4CCCCC4)nn23)n[nH]1	-12%	19%	1%	-1%	-7	-9%	0%	-35%[56.9 µM]	u
O=S1(=O)CCC(N=Cc2cc(Br)ccc2O)C1 (centres undefined)	-19%	1%	-7%	-4%	0	1%	28µM*	27%	1%
COc1ccc(C(CNc2ccc(C(F)(F)F)cn2)N(C)C)cc1OC (centres undefined)	-4%	18%	2%	6%	-11	-5%	-2%	12%	-4%
Cc1ccc(S(=O)(=O)NNC(=S)NC(=O)c2ccc([N+](=O)[O-])cc2)cc1	-16%	-2%	u	-2%	0	-3%	-17%	-47%	-9%
Cc1ccc(C)c(Cn2c(=O)n(Cc3ccccc3)c(=O)c3c(C)c(C)sc32)c1	4%	2%	-4%	x	-2	-13%	-25%	4%	x
COc1ccc(-c2csc(Nc3ccccc3)[n+]2CC(O)c2ccc([N+](=O)[O-])cc2)cc1 (centres undefined)	-9%	12%	-10%	1%	-8	-13%	u	-22%	-17%
O=C(CSc1nnc(CN2CCCCCC2=O)n1-c1ccccn1)NCC(F)(F)F	15%	-3%	3%	-2%	-3	-14%	-9%	7%	4%
CCN1CCN(CC(=O)Nc2nc3ccc(C)cc3s2)CC1	-1%	21%	-14%	48%	1	-7%	u	-5%	5%
Cc1nc2c(-c3ccccc3)c(C)nn2c(C)c1CCC(=O)N1CCN(c2ccc(F)cc2)CC1	-12%	-1%	1%	x	-5	59%[activator]	-5%	5%	-28%
CCN(CC)CCNC(=O)c1cc([N+](=O)[O-])c(N(C)C)cc1OC	4%	19%	-16%	4%	-2	-1%	-9%	-1%	-10%

Random excerpt: three entries already listed.
SMILES	POLK inh	Pol beta inh	ERG Ets-DNA blk	APE1 inh	LDHA block	Apoferritin bind	ALOX12 inh	RGS4 inhibitor	Pol eta inh
COc1ccccc1OCC(=O)Nc1ccc(S(=O)(=O)Nc2nc(C)cc(C)n2)cc1	-7%	-11%	x	0%	3	-4%	-17%	10%	8%
C/C(=N\NC(=O)c1c(Cl)c(C)nn1C)c1ccc(NC(=O)C2CCC2)cc1	-10%	19%	2%	-6%	-1	-6%	-1%	-7%	-3%
N#CCCN(C(=O)COC(=O)CNC(=O)c1ccc(-c2ccccc2)cc1)c1ccc(F)cc1	-8%	x	2%	1%	-8	x	-22%	14%	-10%

Further structures follow:
SMILES	POLK inh	Pol beta inh	ERG Ets-DNA blk	APE1 inh	LDHA block	Apoferritin bind	ALOX12 inh	RGS4 inhibitor	Pol eta inh
CC(=O)c1cccc(OCc2cc(C(=O)NCCC3=CCCCC3)no2)c1	-8%	0%	-1%	30%	-4	u	-24%	7%	4%
O=C(O)c1c[nH]c2c([N+](=O)[O-])cccc2c1=O	-24%	x	-7%	x	8	x	-10%	8%	u
NC1=NC(=O)C(CC(=O)NCc2ccccc2)S1 (centres undefined)	-15%	-20%	7%	6%	0	0%	1%	-47%	-4%
C/C(=N\NC(=O)c1c[nH]c2ccccc12)c1ccc2c(c1)OCO2	-8%	-17%	-9%	-2%	0	-20%	1%	-12%	-2%
CN1CCC(N(C)C(=O)c2cccc(S(=O)(=O)N3CCOCC3)c2)CC1	-18%	x	29%	-7%	-3	x	57%[activator]	-19%	-11%
C=Cc1ccc(Cn2c(=O)cc(C)c3c(C)nn(C)c32)cc1	27%	4%	4%	x	2	-2%	-9%	-41%	-16%
CCN1CCC(N(Cc2ccc(F)cc2)C(=O)Nc2cc(Cl)ccc2C(=O)OC)CC1	u	1%	9%	x	0&-3	2%	u	7%	-11%
Cc1ccc(C(=O)NN2C(=O)/C(=C/c3cccn3C)SC2=S)cc1	-16%	2%	-7%	-5%	-9	-10%	-9%	-17%	-13%
Cc1ccc2c(C)c(C(=O)N3CCN(Cc4ccccn4)CC3)oc2c1C	-13%	-19%	-1%	34%	-10	-11%	i	8%	-18%
CCC(CC)(CC(=O)Nc1cccc(/C=C/c2nc(C3CCC3)cs2)c1)C(=O)O	-4%[19.4 µM]	x	x	-9%	x	4%	59%[activator]	x	x
CC(OC(=O)CCN=C1NS(=O)(=O)c2ccccc21)C(=O)Nc1ccc(F)cc1 (centres undefined)	-6%	x	4%	-13%	-6	x	-17%	-26%	3%
Cc1ccc(NC(=O)CNc2cccc(C)c2C)c(C)c1	3%	0%	-9%	15%	3	-10%	26%	4%	-15%
Cc1ccc(NC(=O)CCC(=O)NNC(=S)Nc2ccc(F)cc2)c(C)c1	0%	1%	-2%	29%[12.4 µM]	-8	1%	21%	-37%	-24%
O=C(O)c1cnn2c1C(=O)N(Cc1cccs1)CC2	7%	20µM*	-4%	u	-7	0%	-15%	-37%	32µM*
CCCc1nc2c(=O)[nH]c3ccccc3c2o1	-10%	5%	0%	-3%	-7	-3%	2%	18%	7%
COc1cc(OC)cc(C(=O)N/N=C/c2ccc(OC)c(COc3ccc(F)cc3)c2)c1	-12%	1%	-14%	-9%	-5	-9%	5%	-22%	-19%
Cc1ccc(NC(=O)CSc2nnc(-c3ccco3)o2)c(C)c1	5%	u	0%	6%	-6	-13%	2%	-2%	-17%
CC1=Nc2cc(C(=O)NCCc3ccccc3)ccc2Sc2c(C)ccc(C)c21	3%	38%	-3%	x	-4	-4%	u	10%	-14%
Cc1nnc(NC(=O)CSc2nnc(Cc3cccn3C)n2-c2ccccc2)s1	-2%	-1%	14%	-3%	-6	-4%	-1%	-19%	10%
Cc1sc2ncnc(N[C@@H](CCC(=O)O)C(=O)O)c2c1C	-5%	-1%	-5%	-2%	-8	-13%	u	2%	-1%
CCOC(=O)N1CCN(C2CCCN(C(=O)c3ccccc3C(F)(F)F)C2)CC1 (centres undefined)	-5%	1%	5%	56%[activator]	1	-14%	u	u	-13%
CCOc1ccc(CNC(=O)C2CCCN(c3nnc(C)c4c(C)n(-c5ccccc5)nc34)C2)cc1 (centres undefined)	-1%&-2%	u	15%&1%	58%	1&-2	4%&-10%	6%&-24%	-20%&-1%	-9%&-5%
COc1ccc(N2CCN(C(=O)Cc3ncc(C(F)(F)F)cc3Cl)CC2)cc1	-6%	-13%	-8%	u	-1	-9%	-2%	-5%	4%
CCOC(=O)c1c(NC(=O)c2cc(-c3cccc(O)c3)on2)sc(C(C)=O)c1C	1%	-19%	-1%	-1%	-1	-1%	7%[57.4 µM]	-11%	-25%
Cc1ccc(C(=O)Nc2cccnc2)cc1S(=O)(=O)N1CCOCC1	-6%	30%	6%	0%	-3	-10%	0%	27%	-4%
Cc1cc(NC2CCCC2)n2ncc(-c3ccccc3)c2n1	0%	31%	-7%	-14%	-1	6%	0%	-5%	-27%
COc1ccc(NC(=O)c2cc(-c3ccccn3)nc3ccccc23)c(OC)c1	-4%	x	-1%	0%	-3	x	-37%	-17%	2%
O=C(Nc1ccc(N2CCCCC2)cc1)C1CCCN1S(=O)(=O)c1ccc(F)cc1 (centres undefined)	-19%	x	7%	-1%	1	x	388%[activator]	-17%	-16%

This is a subset. The share of hits here may be higher or lower than overall.
